STAT1 blocker = STAT1 signaling inhibition. AID 920. inhibition, % at 5.5 µM. NIH 3T3 STAT1-luciferase reporter, IFN-gamma, luminescence. actives 0.35% (n = 200,000);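 active = inhibition above a set limit, the mean inhibition across all tested compounds plus 3 SD, cut at about 34% in these data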;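 note: 0% = IFN-gamma with DMSO and 100% = IFN-gamma with 300 µM nifuroxazide; values of inactives mirror those of a sister screen read the other way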
STAT3 blocker = STAT3 signaling inhibition; inhibition, % at 5.5 µM; AID 862; U3A cells, IL-6 STAT3-luciferase reporter, luminescence; host cell line lacks STAT1; actives 0.89% (n = 190,000);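 active = inhibition above the mean inhibition across all screened compounds plus 3 SD, cut at about 44% in these data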;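 note: 0% = DMSO only wells and 100% = 100 µM nifuroxazide control wells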
ROMK primary = modulates human ROMK potassium channel activity. B-score at 10 µM. AID 1918. P48048. Tet-inducible ROMK, thallium flux fluorescence; actives lie on both sides. actives 2% (n = 130,000);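 active = signal ratio slope over the read window, or its plate-corrected B-score, at least 3 SD from the plate mean, either direction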;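 note: B-score of the F/F0 ratio slope over 7 to 12 s after thallium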
Target sequence (P48048 whole entry, looked up): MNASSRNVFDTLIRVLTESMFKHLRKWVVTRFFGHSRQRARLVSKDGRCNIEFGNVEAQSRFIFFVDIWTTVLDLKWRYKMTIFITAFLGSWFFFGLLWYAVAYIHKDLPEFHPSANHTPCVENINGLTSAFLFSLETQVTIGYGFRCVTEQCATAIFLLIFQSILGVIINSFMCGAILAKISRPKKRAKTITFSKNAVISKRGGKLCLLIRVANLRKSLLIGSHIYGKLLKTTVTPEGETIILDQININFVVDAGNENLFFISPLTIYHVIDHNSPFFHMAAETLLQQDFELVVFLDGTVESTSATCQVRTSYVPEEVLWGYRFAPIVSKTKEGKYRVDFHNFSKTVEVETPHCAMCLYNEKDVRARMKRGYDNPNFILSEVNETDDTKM
PPARg SRC3 recr = agonists of human PPARgamma SRC-3 coactivator recruitment; P37231; biochemical PPARgamma/SRC-3 coactivator recruitment assay; activation, % at 8 µM; actives 0.26% (n = 200,000); in the data active = activation above about 23%;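 note: 0% = DMSO and 100% = reference agonist; some compounds past the cut are filed as inactive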
PPARg SRC2 recr = agonists of SRC-2 recruitment by human PPARgamma | P37231 | PPARgamma LBD-SRC-2 recruitment, biochemical | activation, % at 8 µM | actives 0.34% (n = 200,000); in the data active = activation above about 22%;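 note: 0% = vehicle and 100% = reference agonist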
PPARg SRC-1 ag = PPARgamma-driven SRC-1 recruitment agonism; P37231; PPARgamma-SRC-1 coactivator recruitment biochemical assay; activation, % at 8 µM; actives 0.41% (n = 200,000); AID 631; in the data active = activation above about 19%;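 note: 0% = DMSO and 100% = reference agonist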
bIAP inhibitor = intestinal alkaline phosphatase (bovine) inhibition; AID 1019; purified bovine IAP, CDP-star luminescence, 30 min; 190,000 tested, under 10 active; inhibition, % at 20 µM;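 active = over 50% inhibition of intestinal alkaline phosphatase at 20 µM in the single-dose screen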
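Assay system – bovine IAP enzyme · Quantity – bovine IAP at 1/65,000,000 final dilution · Detection – CDP-star luminescence signal · Times – 30 min reaction at room temperature · Also added – CDP-star substrate at 30 µM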
TNAP act hiacc = TNAP (human) activation, high acceptor; P05186; purified TNAP, CDP-star luminescence, 1 M DEA, 30 min; hits give high values; 0 = EDTA background, 1 = DMSO-only activity; activation factor at 20 µM; 200,000 tested, under 10 active; AID 1136;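 active = activation factor at least 2 at 20 µM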
Target sequence (P05186 whole entry, looked up): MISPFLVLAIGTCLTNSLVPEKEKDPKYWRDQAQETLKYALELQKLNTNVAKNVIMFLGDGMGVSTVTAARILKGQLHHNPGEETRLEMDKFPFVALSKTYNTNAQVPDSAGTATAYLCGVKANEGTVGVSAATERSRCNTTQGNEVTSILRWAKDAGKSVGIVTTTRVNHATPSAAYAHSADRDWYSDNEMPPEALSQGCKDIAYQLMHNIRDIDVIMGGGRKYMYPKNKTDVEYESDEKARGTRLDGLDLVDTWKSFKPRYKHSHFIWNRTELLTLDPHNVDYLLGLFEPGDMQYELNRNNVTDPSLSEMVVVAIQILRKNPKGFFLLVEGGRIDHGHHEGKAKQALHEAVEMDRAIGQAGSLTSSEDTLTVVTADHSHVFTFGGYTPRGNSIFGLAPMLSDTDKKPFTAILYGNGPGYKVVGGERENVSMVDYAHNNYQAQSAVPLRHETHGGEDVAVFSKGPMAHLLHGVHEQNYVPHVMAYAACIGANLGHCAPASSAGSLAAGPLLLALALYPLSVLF
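Measured by: Luminescent substrate turnover signal | Test system: Human TNAP | Input: TNAP 1/800 final | Dosing: 20 µM single point | Schedule: 30 min, room temperature | Controls: EDTA wells as negative control, DMSO wells as positive control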
STAT3 activator = activators of IL-6 induced STAT3 signaling. U3A cells, IL-6 STAT3-luciferase reporter, luminescence; 100% = signal with IL-6 EC80 alone. activation (% of control), % at 5.6 µM. actives 0.91% (n = 190,000). AID 871;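 active = activation above the screen-wide mean of compound activation plus 3 SD, cut at about 130% in these data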;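 note: 0% = background luminescence of wells with medium and substrate only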
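Assay system – human STAT1-deficient U3A cells with stable STAT3-luciferase reporter · Also added – IL-6 (33 ng/mL) · Schedule – compound 1 h, then IL-6 6 h at 37 °C · Technique – reporter luminescence signal · Evaluation – % activation versus median of IL-6-stimulated wells · Benchmarks – IL-6-only wells as 100% reference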
TR-FRET SRC-2 ct = TR-FRET artefact, counter-screen to PPARgamma/SRC-2 agonist assay; hits give high values; AID 1049; actives 0.4% (n = 200,000); TR-FRET ratio at 8 µM; in the data active = TR-FRET ratio above about 2000; note: inactives centre near 1500
bIAP act = increases bovine intestinal alkaline phosphatase activity | purified bovine IAP, CDP-star luminescence, 30 min; hits give high values; fold of DMSO-control signal, blank-subtracted | activation factor at 20 µM | actives 0.17% (n = 200,000) | AID 1016;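 active = activation factor of 2 or more at 20 µM, a signal rise over negative controls twice the positive control's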
* marks the source's active call; other numbers are inactive results; · = not tested or not shown.

smiles | STAT1 blocker | STAT3 blocker | ROMK primary | PPARg SRC3 recr | PPARg SRC2 recr | PPARg SRC-1 ag | bIAP inhibitor | TNAP act hiacc | STAT3 activator | TR-FRET SRC-2 ct | bIAP act
CC(Sc1ccsc1[N+](=O)[O-])C(=O)N1CCN(c2ccccn2)CC1 (centres undefined) | 2 | -10 | 0.12 | 5 | 1 | -5 | 0 | 1 | 110 | 1412 | 1
O=C1CC(c2ccccc2)Cc2nc(NCc3ccco3)ncc21 (centres undefined) | 1 | 5 | · | 0 | 11 | 5 | 12 | 1.1 | 98 | 1537 | 0.9
CCCCCCCCCCCCC(=O)CCCCC(=O)O | 0 | · | · | 0 | 5 | 4 | 3 | 1.1 | · | 1421 | 1
O=C(NCCCN1CCOCC1)[C@@H]1CSC2c3ccccc3C(=O)N21 (some centres undefined) | 4 | 9 | -0.43 | -7 | -12 | -7 | -1 | 1 | 96 | 1301 | 1
O=C(NCC(c1cccnc1)N1CCOCC1)c1ccc2c(c1)OCO2 (centres undefined) | 2 | 5 | · | -2 | 7 | 8 | 13 | 0.9 | 101 | 1784 | 0.9
O=C(COc1ccc(Br)cc1Cl)Nn1cnnc1 | -7 | -4 | -0.32 | -1 | 1 | 1 | 0 | 1.1 | 105 | 1610 | 1
CCCCN(CC)Cc1ccc(CNC(=O)Nc2ccc(Cl)cc2)o1 | 4 | 13 | -2.5 | -1 | 0 | 2 | -37 | 1.1 | 94 | 1568 | 1.4
O=C(CCCCCN1C(=O)c2ccccc2C1=O)Nc1ccccc1 | 3 | 5 | -1 | -10 | -2 | -3 | 12 | 1.1 | 100 | 1614 | 0.9

An excerpt from above in order of formula weight, lowest first.
smiles | STAT1 blocker | STAT3 blocker | ROMK primary | PPARg SRC3 recr | PPARg SRC2 recr | PPARg SRC-1 ag | bIAP inhibitor | TNAP act hiacc | STAT3 activator | TR-FRET SRC-2 ct | bIAP act
CCCCCCCCCCCCC(=O)CCCCC(=O)O | 0 | · | · | 0 | 5 | 4 | 3 | 1.1 | · | 1421 | 1
O=C(COc1ccc(Br)cc1Cl)Nn1cnnc1 | -7 | -4 | -0.32 | -1 | 1 | 1 | 0 | 1.1 | 105 | 1610 | 1
O=C(NCC(c1cccnc1)N1CCOCC1)c1ccc2c(c1)OCO2 (centres undefined) | 2 | 5 | · | -2 | 7 | 8 | 13 | 0.9 | 101 | 1784 | 0.9

Next section:
smiles | STAT1 blocker | STAT3 blocker | ROMK primary | PPARg SRC3 recr | PPARg SRC2 recr | PPARg SRC-1 ag | bIAP inhibitor | TNAP act hiacc | STAT3 activator | TR-FRET SRC-2 ct | bIAP act
Cn1cc(CN2CCC(O)CC2)c(-c2ccc(Oc3ccccc3)cc2)n1 | 4 | -2 | 0.092 | 3 | 7 | 7 | -4 | 1 | 106 | 1672 | 1
O=C1CC(c2ccco2)CC2=C1C1c3ccccc3C(=O)N1c1ccccc1N2 (centres undefined) | -2 | 3 | 6.9* | 15 | 7 | 0 | 5 | 1 | 100 | 1507 | 0.9
CCNC(=O)Cn1c(=O)c(=O)n(Cc2ccccc2)c2ccc(Cl)cc21 | 9 | 1 | · | 0 | 11 | 4 | 41 | 1.1 | 101 | 1727 | 0.6
C=CCn1c(Oc2ccc(C(=O)OC)cc2)nc2c1c(=O)n(C)c(=O)n2C | 1 | 22 | · | 3 | 4 | -1 | 0 | 1 | 91 | 1725 | 1
CC(C)Oc1ccc(C(=O)Nc2cccc3cccnc23)cc1 | -22 | 13 | 0.51 | -3 | -1 | 9 | 32 | 1 | 95 | 1544 | 0.7
O=C(C1=C[C@@H](c2ccc3c(c2)OCO3)C[C@@H](OCCCCO)O1)N1CCN(Cc2ccc3c(c2)OCO3)CC1 | 6 | · | · | 9 | 14 | 12 | -6 | 1 | · | 1647 | 1.1
Cc1ccc(/C=N/NC(=O)Nc2ccccc2)o1 | -54 | -3 | -0.81 | -5 | -6 | -5 | -1 | 1 | 103 | 1464 | 1
Cc1ccc(/C=N/n2c(C)n[nH]c2=S)o1 | -2 | 5 | 0.93 | 11 | 2 | 2 | 11 | 1 | 101 | 1631 | 0.9
NC(=S)Nc1nccc(-c2cccs2)n1 | -15 | -16 | -0.17 | 1 | -8 | -13 | -8 | 1 | 127 | 1480 | 1.1
Cc1c(NC(=O)CN2C(=O)NC3(CCCCC3)C2=O)c(=O)n(-c2ccccc2)n1C | 2 | 1 | -0.25 | -1 | -1 | 5 | 9 | 1 | 107 | 1590 | 0.9
O=[N+]([O-])c1ccc2c(c1)C(O)n1ncnc1S2 (centres undefined) | -2 | 1 | 0.67 | 9 | 5 | 14 | -11 | 1 | 101 | 1694 | 1.1
CCNC(=S)NNC(=O)c1ccc(OC)cc1 | 2 | 19 | 0.6 | -3 | 4 | 5 | -35 | 1 | 89 | 1559 | 1.3
Cc1csc2ncc(C(=O)N3c4ccccc4CC3C)c(=O)n12 (centres undefined) | 11 | -19 | · | -3 | 2 | 11 | 12 | 1 | 124 | 1438 | 0.9
CC(C)CC1NC(=S)N(C2CCCCC2)C1=O (centres undefined) | -1 | -3 | · | 2 | 3 | 2 | 3 | 1 | 108 | 1656 | 1
COc1ccc(Cc2nc(N)nc(N)n2)cc1 | 1 | 9 | · | 9 | 11 | -1 | 8 | 1 | 95 | 1600 | 0.9
CC(/C=C/c1ccccc1F)=N\NC(=O)c1cccc(F)c1 | -16 | 19 | -0.41 | 6 | -2 | 4 | 10 | 1 | 87 | 1601 | 0.9
O=c1oc(/C=C/c2ccco2)nc2sc3c(c12)CCC3 | 11 | -3 | · | -1 | 2 | 5 | 14 | 1 | 106 | 1722 | 0.9
CC(C)CNS(=O)(=O)c1ccc(CCC(=O)NC2CCCC2)cc1 | -3 | 8 | -0.38 | 1 | -6 | -4 | -2 | 1.1 | 100 | 1335 | 1
Cc1ccc(OCc2ccc(C(=O)Nc3nccs3)o2)cc1C | -15 | 2 | · | 3 | 3 | 7 | 9 | 1 | 101 | 1519 | 0.9
O=C1N(Cc2cccc(Cl)c2)C[C@@H]2C[C@@H](c3ccccn3)N3CCC[C@@]123 | 9 | 0 | -0.52 | -1 | 1 | 12 | -23 | 1.1 | 101 | 1564 | 1.2
CCN1CCN(C(c2cccs2)C(C)NC(=O)c2ccccc2)CC1 (centres undefined) | -7 | 9 | · | 3 | 6 | 7 | 10 | 1 | 97 | 1558 | 0.9
COc1ccc(/C=N/NC(=O)CC(=O)NCc2cccnc2)c(OC)c1 | 5 | 4 | · | -3 | 5 | 0 | 18 | 1 | 96 | 1426 | 0.8
Cc1cccn2c(/C=N/OCc3cccc(F)c3)c(-c3ccc(Cl)cc3)nc12 | 2 | -12 | · | -5 | -1 | 1 | 11 | 1 | 110 | 1414 | 0.9
Cc1ccc(C(=O)NNC(=O)OC(C)(C)C)c(Cl)c1 | -9 | 3 | 0.54 | -3 | 1 | 4 | 12 | 1 | 95 | 1424 | 0.9
Cc1occc1-c1nnc(SCC(=O)NCCc2ccccc2)n1C(C)c1ccccc1 (centres undefined) | 9 | -1 | -0.16 | 1 | -5 | 1 | -4 | 1 | 105 | 1584 | 1
O=C(NCc1ccccc1)N(Cc1nc2ccccc2c(=O)[nH]1)C1CCCC1 | -1 | 2 | · | 7 | -11 | -1 | 0 | 1.1 | 101 | 1425 | 1
CCOC(=O)c1cccnc1SCC(=O)NC(C)CC (centres undefined) | 5 | 5 | · | 4 | -1 | -1 | 14 | 1 | 99 | 1656 | 0.9
C#CCOCCOCCOCCNc1nc(N2CCN(C(=O)[C@H]([C@@H](C)CC)n3cc([C@@H](N)CO)nn3)CC2)nc(N2CCN(C(=O)[C@H](CCCCN)n3cc([C@@H](N)CC(C)C)nn3)CC2)n1 | -7 | · | · | 0 | 10 | 4 | -8 | 1.1 | · | 1573 | 1.1
FC(F)(F)c1cccc(Cn2nnnc2-c2cccc(C(F)(F)F)c2)c1 | 5 | 12 | -2.5 | -7 | -5 | -3 | 1 | 1 | 96 | 1461 | 1
CC(C)(C)c1nnc2sc(SCCN3C(=O)c4ccccc4C3=O)nn2c1=O | 6 | 11 | · | -6 | -5 | -5 | 8 | 1.1 | 99 | 1582 | 0.9
Cc1cc(=O)oc(C)c1C(=O)NCC1CCCO1 (centres undefined) | 2 | -2 | -0.12 | -8 | 0 | -4 | 7 | 1 | 103 | 1559 | 0.9
CCN(CC)S(=O)(=O)c1ccc(N2CCCC2)c(NS(=O)(=O)c2ccc(OC)cc2)c1 | 4 | -5 | -0.32 | -1 | -1 | -6 | 25 | 1.1 | 102 | 1537 | 0.8
Cc1ccc(OCC(=O)N2CCN(C(=O)c3ccco3)CC2)cc1 | -1 | 7 | 0.84 | -1 | 7 | 1 | -6 | 1 | 100 | 1568 | 1.1
CC(C)(O)C#Cc1ccc(C(=O)N2CCN(C(=O)c3ccco3)CC2)cc1 | 3 | 17 | · | 6 | 2 | 5 | 10 | 1 | 89 | 1422 | 0.9
Cc1cc(NC(=O)CCC2COc3ccccc3O2)no1 (centres undefined) | -2 | 7 | · | 1 | 6 | 2 | 16 | 1 | 96 | 1587 | 0.8
CCOC(=O)C1=C(CSc2n[nH]c(N)n2)NC(=O)NC1C (centres undefined) | -3 | 5 | 0.89 | 8 | 0 | -2 | -48 | 1.1 | 104 | 1442 | 1.5
O=C(CCC(=O)N(CC(=O)NC1CCCC1)C1CCCCC1)Nc1ccccn1 | 5 | -6 | 0.075 | 1 | 2 | 4 | -11 | 1 | 108 | 1474 | 1.1
CN1CCN(S(=O)(=O)c2ccc3c(c2)NC(=O)C2CCCN32)CC1 (centres undefined) | 13 | 15 | · | 6 | 3 | 5 | -6 | 1.1 | 90 | 1624 | 1.1
CC(CO)NCC12CC3CC(CC(C3)C1)C2 (centres undefined) | 1 | 6 | -0.66 | 0 | -2 | -4 | -5 | 1 | 102 | 1409 | 1
Cc1sc2nc(CSc3n[nH]c(N)n3)[nH]c(=O)c2c1C | 8 | 9 | 1.1 | 3 | 2 | 7 | -16 | 1 | 95 | 1597 | 1.2
CCS(=O)(=O)N1CCCC(C(=O)N2CCc3ccccc3C2)C1 (centres undefined) | -4 | 12 | 0.0028 | 6 | 2 | 1 | -4 | 1 | 96 | 1453 | 1
COC(=O)C(O)(CC(=O)Nc1cccc(SC)c1)C(F)(F)F (centres undefined) | -6 | 1 | -0.0056 | 6 | 12 | 0 | 1 | 1.1 | 102 | 1605 | 1
Cc1cc(C(=O)OCC(=O)N2CC(=O)Nc3ccccc32)c(C)n1-c1ccc(F)cc1 | -3 | -9 | · | 3 | -6 | -2 | 1 | 1 | 113 | 1351 | 1
Cc1ccccc1OCC(=O)Nc1sc(C(=O)Nc2cccc(C)c2C)c(C)c1C#N | 7 | 6 | -0.33 | 5 | 5 | 24* | 5 | 1 | 101 | 1740 | 1

Screening results from PubChem BioAssay.
